# Screening results: PubChem, several laboratories
# NPY Y1 blocker: NPY-Y1 receptor antagonists, primary screen, cell-based; Neuropeptide Y receptor type 1 (Homo sapiens), P25929; HEK293-CNG Y1 cells, membrane potential fluorescence; NPY at EC95, then isoproterenol; inhibition, % at 3.6 µM; 1% of 200,000 active; AID 1040, 2008;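 active = inhibition above the campaign mean inhibition of all tested compounds plus 3 SD, cut at about 20% in these data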;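 note: 0% = DMSO wells given NPY plus isoproterenol and 100% = isoproterenol alone without NPY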
# Target sequence (P25929 whole entry, looked up): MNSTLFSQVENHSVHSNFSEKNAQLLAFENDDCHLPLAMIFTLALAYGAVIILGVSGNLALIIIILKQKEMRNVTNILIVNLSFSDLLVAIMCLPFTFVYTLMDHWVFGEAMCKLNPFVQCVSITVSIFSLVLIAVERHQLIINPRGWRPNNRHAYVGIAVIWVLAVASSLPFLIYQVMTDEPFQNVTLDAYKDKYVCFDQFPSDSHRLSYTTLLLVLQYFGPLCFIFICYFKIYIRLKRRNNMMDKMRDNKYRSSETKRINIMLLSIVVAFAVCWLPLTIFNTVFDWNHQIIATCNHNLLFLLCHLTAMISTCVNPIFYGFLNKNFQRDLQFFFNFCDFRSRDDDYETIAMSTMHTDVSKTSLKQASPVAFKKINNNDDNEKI
#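 Material: HEK293 Y1/CNG channel cell line; also added: NPY (25 nM), isoproterenol (1 µM), Ro 20-1724 (25 µM); doses: one concentration, 3.6 µM, in 0.4% DMSO; schedule: compound incubation 1 h at room temperature, readout 45 min post-stimulation; technique: membrane potential fluorescence; measure: fluorescence ratio normalized to % inhibition between controls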
# NPY2 pot ag: NPY-Y2 potentiators or agonists, primary screen, cell-based; cells expressing NPY-Y2, potentiator/agonist read-out; AID 1359, 2008; 0.45% of 220,000 active; Neuropeptide Y receptor type 2 (Homo sapiens), P49146; activation, % at 3.6 µM; in the data active = activation above about 27%;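 note: cells stimulated with NPY near EC25 plus isoproterenol at EC100; 0% = vehicle plus submaximal agonist and 100% = vehicle plus saturating agonist; some results beyond the cut were filed as inactive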
# TRPML3 ag: human TRPML3 channel agonists, primary screen, cell-based, HEK293 TRPML3-YFP, Fluo-8 calcium fluorescence, 3 µM | Mucolipin-3 (Homo sapiens), Q8TDD5 | 100% = the carbachol control signal | activation, % at 3 µM | 0.29% of 220,000 active;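 active = activation above its plate's cutoff, the mean activation of the plate's test wells plus 3 SD, cut at about 12% in these data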;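 note: 0% = DMSO only wells and 100% = carbachol wells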
#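 system = HEK293 cells stably carrying human TRPML3-YFP | doses = one concentration, 3 µM nominal, 0.3% DMSO | timing = dye loading 1 h 37 °C then 30 min ambient, 125 s read | detection = Fluo-8 calcium dye fluorescence, ex 470-495, em 515-575 nm | benchmarks = high control carbachol 87 µM, low control DMSO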
# EP2 modulator: EP2 receptor modulators, cAMP readout, primary screen, cell-based, HTRF cAMP, PGE2 stimulation. Prostaglandin E2 receptor EP2 subtype (Homo sapiens), P43116. EP2-expressing cells, cAMP HTRF FRET, PGE2 co-stimulation. induction, % at 25 µM. 0.83% of 260,000 active. AID 940, 2007;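 active = compounds whose cAMP rise, as percent of the full-agonist control response, exceeds 60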;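 note: rat C6 glioma line stably carrying human EP2 under a CMV promoter; the protocol text gives 20 µM as final concentration; 100% = response of wells given 1 µM PGE2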
# Target sequence (P43116 whole entry, looked up): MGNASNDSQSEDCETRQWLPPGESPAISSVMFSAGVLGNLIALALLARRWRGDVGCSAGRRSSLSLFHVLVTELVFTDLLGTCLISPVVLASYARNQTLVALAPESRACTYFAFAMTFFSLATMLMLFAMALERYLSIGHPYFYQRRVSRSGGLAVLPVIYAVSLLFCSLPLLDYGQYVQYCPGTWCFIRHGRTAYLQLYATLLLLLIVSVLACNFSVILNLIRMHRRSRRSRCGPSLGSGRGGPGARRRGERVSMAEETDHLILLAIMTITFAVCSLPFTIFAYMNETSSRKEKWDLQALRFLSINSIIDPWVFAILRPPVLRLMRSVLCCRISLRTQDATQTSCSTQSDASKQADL
# S1P4 antag: S1P4 receptor antagonists, primary screen, cell-based | S1P4-expressing cells, antagonist mode, reporter read-out | inhibition, % at 4.98 µM | 0.26% of 220,000 active; in the data active = inhibition above about 29%;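 note: 0% = wells stimulated with agonist and 100% = vehicle wells without agonist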
# NPY1 pot ag: NPY-Y1 receptor potentiators or agonists, primary screen, cell-based | Neuropeptide Y receptor type 1 (Homo sapiens), P25929 | NPY-Y1 expressing cells, potentiator/agonist activation | activation, % at 3.6 µM | 0.37% of 220,000 active | AID 1304, 2008; in the data active = activation above about 33%, passing the limit was not always enough;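 note: cells stimulated with NPY at EC10 then isoproterenol at EC100; 0% = low agonist plus stimulus and 100% = saturating agonist plus stimulus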
# CHOP inhibitor: inhibitors of CHOP promoter induction, primary screen, cell-based, unfolded protein response, luciferase reporter; CHO-K1 CHOP-promoter luciferase, tunicamycin-induced, 15-18 h; inhibition, % at 10 µM; 3.8% of 220,000 active; AID 2732, 2010;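 active = compounds that reduced the stress-induced luciferase reporter signal by more than about 70% of percent inhibition, limit read from the data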;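 note: 0% = tunicamycin plus vehicle and 100% = wells without tunicamycin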
# S1P4 agonist: S1P4 receptor agonists, primary screen, cell-based; Sphingosine 1-phosphate receptor 4 (Homo sapiens), O95977; S1P4-expressing cell line, agonist reporter assay; 0.35% of 220,000 active; activation, % at 4.98 µM; AID 1509, 2009; in the data active = activation above about 11%;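 note: 0% = DMSO vehicle and 100% = reference agonist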
# zfTRPN1 agonist: zebrafish TRPN1 channel agonists, primary screen, cell-based, HEK293, calcium fluorescence; HEK293 zebrafish TRPN1-YFP, Fluo-8 calcium fluorescence; 100% = response to 87 µM carbachol; activation, % at 3 µM; 0.18% of 220,000 active;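 active = activation above its plate's cutoff, the mean activation of test wells on that plate plus 3 SD, cut at about 19% in these data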;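 note: 0% = DMSO alone and 100% = 87 µM carbachol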
#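 Material: zebrafish TRPN1-YFP in HEK293 cells. Doses: one dose of 3 µM, 0.3% DMSO. Incubation: dye 1 h 37 °C plus 30 min RT. Measured by: intracellular calcium fluorescence with Fluo-8.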
# Numbers without * were called inactive; . = not tested or not shown; & = joins results of further samples.
# Field names – A = NPY Y1 blocker; B = NPY2 pot ag; C = TRPML3 ag; D = EP2 modulator; E = S1P4 antag; F = NPY1 pot ag; G = CHOP inhibitor; H = S1P4 agonist; I = zfTRPN1 agonist
> COc1ccc(-n2nc(C(=O)NCC(=O)N3CCN(c4ccccn4)CC3)c3ccccc3c2=O)cc1OC
  A: -2	B: 4	C: 0.4	D: -11	E: 0	F: -11	G: 11	H: -2.4	I: 0.4
> COc1ccc(Cl)cc1NC(=O)CN(C)C(=O)COc1ccccc1F
  A: 1	B: 12	C: 0.5	D: -21	E: -11	F: 12	G: -15	H: -1.0	I: -1.0
> NC(=O)C1=C[C@H](c2ccc(Br)cc2)C[C@H](OCc2ccc(CO)cc2)O1
  A: -2	B: -3	C: 1.3	D: -45	E: 6	F: -5	G: 17	H: -2.2	I: -0.3
> O=C(c1ccco1)N1CCN(C(c2ccccn2)c2nnnn2C2CCCC2)CC1 (configuration not stated)
  A: 8	B: -2	C: -0.1	D: 19&3	E: -7	F: -39	G: 13	H: 0.7	I: -0.9
> CCN1CCN(CC(=O)c2c[nH]c3ccc(C)cc23)CC1
  A: 1	B: -4	C: 1.1	D: -7	E: -13	F: -21	G: 22	H: 1.3	I: -0.3
> COc1cc(C2c3sc(=O)[nH]c3SC3C4CCC(C4)C23)ccc1O (configuration not stated)
  A: -10	B: 17	C: -0.2	D: -32	E: -2	F: 18	G: 11	H: -0.6	I: -0.4
> O=C(O)c1ccc(/C=N/Nc2ccc(S(=O)(=O)N3CCCC3)cc2[N+](=O)[O-])cc1
  A: .	B: -15	C: 0.8	D: -23	E: 3	F: 10	G: 26	H: 1.1	I: 0.5
> COc1ccc(NC(=O)/C(Cl)=C(/Cl)S(=O)Cc2ccccc2Cl)cn1 (configuration not stated)
  A: -5	B: -4	C: 1.4	D: -81	E: 102*	F: 12	G: 110*	H: -5.9	I: 3.4
> CC1=C(C(=O)OCc2ccccc2)C(c2ccc(C)o2)C2=C(CCCC2=O)N1 (configuration not stated)
  A: 0	B: -5	C: 0.2	D: 0	E: -13	F: -11	G: 40	H: 0.5	I: 1.1
> O=[N+]([O-])c1ccc(Cc2nnc(-c3ccccc3Cl)o2)cc1
  A: 2	B: 5	C: -1.3	D: -72	E: 0	F: 3	G: -22	H: 1.1	I: -2.8
> Cc1ccc(C(=O)C2CCN(CC(=O)Nc3nc(C)cs3)CC2)cc1
  A: 3	B: -12	C: 1.1	D: -4&12	E: -1	F: -1	G: 46	H: -2.3	I: 0.6
> COc1ccc(NC(=O)CN(c2cccc(F)c2)S(C)(=O)=O)cc1OC
  A: -3	B: 8	C: 1.0	D: 6	E: -14	F: 10	G: -11	H: 2.0	I: 0.0
> N#C/C(=C(/O)CN1CCCC1)c1nc(-c2ccccc2)cs1
  A: .	B: -2	C: 0.0	D: 8	E: -5	F: -3	G: -15	H: 1.6	I: 1.1
> Cc1ccc(Sc2nnc(-c3ccccc3)cc2C#N)cc1
  A: 2	B: -8	C: -0.7	D: 10	E: 2	F: -19	G: 52	H: 3.4	I: -0.9
> COc1ccc(/C=N/N=C/c2ccc(OC)c(OC)c2)cc1OC
  A: 3	B: -4	C: 1.3	D: -22	E: -10	F: 13	G: 14	H: -0.6	I: 0.7
> O=C(NCCCN1CCCC1)c1ccc(Cn2c(=S)[nH]c3ccc(Br)cc3c2=O)cc1
  A: -2	B: -2	C: 0.5	D: -23	E: -7	F: -3	G: 63	H: -1.7	I: 0.4
> CCCCn1c(=O)c(CCC(=O)OCC(=O)Nc2cc(Cl)ccc2OC)nc2ccccc21
  A: -4	B: 3	C: 0.2	D: 5	E: 5	F: 17	G: 23	H: 1.0	I: 0.2
> C=CCn1c(SCC(=O)Nc2cc(C)on2)nc2sc3c(c2c1=O)CCCC3
  A: 0	B: 2	C: 0.8	D: 24	E: -10	F: -10	G: 34	H: -0.1	I: 0.9
> O=C(CSc1ncccn1)N1CCN(Cc2ccccc2)CC1
  A: -7	B: 8	C: 0.6	D: 15	E: 6	F: -19	G: 2	H: -1.0	I: 1.7
> CCc1ccccc1NC(=O)C1CC(c2ccc(F)cc2)=NO1 (configuration not stated)
  A: 2	B: -1	C: -0.9	D: 1	E: 0	F: 7	G: 25	H: -0.3	I: -0.6
> Cn1cc(CN2CCC(C(O)c3cccs3)CC2)c(-c2ccccc2F)n1 (configuration not stated)
  A: .	B: -14	C: -0.7	D: 1	E: 10	F: 0	G: -1	H: -0.3	I: -1.8
> COc1ccc(CCNC(=O)CSc2nc3[nH]ncc3c(=O)n2-c2cccc(C(F)(F)F)c2)cc1OC
  A: 1	B: 5	C: 0.8	D: 18	E: -14	F: -4	G: 16	H: 0.6	I: -1.2
> O=C(N/N=C/c1ccncc1)c1cccc(S(=O)(=O)Nc2ccc(Cl)cc2)c1
  A: .	B: 9	C: -0.5	D: -6	E: 0	F: 15	G: -25	H: -1.2	I: -1.1
> COc1ccc(CNC(=O)CSc2nc3[nH]ncc3c(=O)n2-c2ccccc2Br)cc1
  A: -2	B: 4	C: 0.8	D: 17	E: -2	F: 3	G: 7	H: 0.3	I: -0.6
> Cc1sc2ncn(CC(=O)N(CC(=O)NC3CCCC3)Cc3cccs3)c(=O)c2c1C
  A: -4	B: 7	C: -0.1	D: 17	E: -19	F: 9	G: 10	H: 0.0	I: -0.6
> Cc1ccc(NCCC(=O)c2cccc([N+](=O)[O-])c2)c(C)c1
  A: 3	B: -5	C: -0.1	D: 2	E: -26	F: 17	G: -61	H: -0.8	I: -0.3
> COc1cc(OC)c(-c2nc3c[n+](CC(=O)c4ccccc4)ccc3n2C)cc1OC
  A: 0	B: 21	C: -0.7	D: 34	E: 5	F: -2	G: -3	H: -0.3	I: -0.1
> CC(C)(C)C(=O)N1CCN(c2c(Cl)cccc2[N+](=O)[O-])CC1
  A: 10	B: -15	C: 0.3	D: 33	E: 7	F: 6	G: 31	H: 0.4	I: -0.9
> S=C(NCc1ccccc1)NCc1ccccn1
  A: .	B: -4	C: -0.1	D: 0	E: 12	F: -22	G: -10	H: -1.7	I: -0.3
> O=C(CCN1CCN(C/C=C/c2ccccc2)CC1)Nc1ccccc1
  A: 4	B: -18	C: 1.0	D: -16	E: -10	F: -4	G: 53	H: 2.0	I: -0.5
> CC(=O)/C(=N\Nc1ccc(C)cc1)Sc1nncn1C
  A: 1	B: -2	C: 0.3	D: -12	E: -24	F: 0	G: 3	H: 2.2	I: 1.6
> COc1ccccc1CNC(=O)C1CCCN(S(=O)(=O)c2c(C)[nH]c(=O)[nH]c2=O)C1 (configuration not stated)
  A: 0	B: -2	C: 0.0	D: -12	E: -1	F: 4	G: -26	H: 1.3	I: -0.2
> CCc1c(C)nc2ncnn2c1NCc1cccs1
  A: 7	B: -3	C: 2.2	D: 8	E: -4	F: 0	G: 30	H: 1.4	I: 4.5
> O=C1C=C(c2ccccc2)C[C@H](c2cccs2)[C@H]1n1nnc([N+](=O)[O-])n1
  A: 10	B: 3	C: 0.6	D: 26	E: 12	F: -16	G: 60	H: -1.1	I: 0.8
> CCOC(=O)c1sc(NC(=O)CCCCCN2C(=O)c3cccc4cccc(c34)C2=O)nc1C
  A: 6	B: 7	C: 1.2	D: 8	E: -21	F: -12	G: 72*	H: 1.4	I: 0.0
> CC(=O)Nc1cccc2c1C(=O)NC2=O
  A: -1	B: 0	C: 0.3	D: 17	E: -7	F: -2	G: -7	H: 2.0	I: -1.6
> Cc1cn(CCC(=O)Nc2ccccc2N2CCOCC2)c2ccccc12
  A: .	B: -24	C: 0.1	D: -27	E: 10	F: -31	G: -13	H: -0.1	I: -0.3
> COCCCn1c(-c2ccco2)nc2ccccc2c1=O
  A: -3	B: 0	C: 0.8	D: -11	E: -1	F: -9	G: -13	H: 0.5	I: 1.1
> CCOC(=O)C1(Cc2ccccc2C(F)(F)F)CCN(Cc2ccc(COC)o2)CC1
  A: 1	B: -12	C: 1.8	D: 18	E: -9	F: 9	G: 22	H: 2.5	I: -1.6
> COc1ccc(Nc2oc(-c3ccc(Cl)cc3)nc2C#N)cc1
  A: 11	B: 0	C: 1.4	D: -46	E: -12	F: 2	G: 85*	H: 0.5	I: -0.3
> O=c1cc(O)c(-c2ccc(Cl)c(Cl)c2)c(Cl)[nH]1
  A: 6	B: -11	C: -0.3	D: 15	E: -14	F: 4	G: 5	H: -0.6	I: 0.1
> COc1ccc(CCNC(=S)NCCc2ccc(OC)c(OC)c2)cc1OC
  A: .	B: 0	C: 1.2	D: -25	E: -6	F: -10	G: 15	H: 1.0	I: 2.6
> COCCNC(=O)CSc1nnc(-c2ccccc2)c(-c2ccccc2)n1
  A: 1	B: 0	C: 0.4	D: 12	E: -20	F: -8	G: 12	H: 2.1	I: -0.2
> O=C(Nc1ccc(S(=O)(=O)Nc2nccs2)cc1)c1cccc(S(=O)(=O)N2CCOCC2)c1
  A: .	B: 8	C: 0.1	D: 4	E: -7	F: 23	G: -33	H: -1.1	I: 3.0
> CC1(C)C(=O)Nc2ccccc2N1C(=O)COc1cccnc1[N+](=O)[O-]
  A: 3	B: -4	C: 0.4	D: -23	E: 4	F: 14	G: -26	H: -1.6	I: 0.8
> COCCn1cnnc1SCC(=O)Nc1ccccc1C(=O)Nc1ccc2c(c1)OCO2
  A: -2	B: 17	C: 0.0	D: 9	E: 8	F: 8	G: -7	H: -0.7	I: 0.5
> CCOc1ccc(NC(=O)CC2C(=O)N(C)C(=S)N2CCCc2ccccc2)cc1 (configuration not stated)
  A: 1	B: 0	C: 1.3	D: -9	E: -3	F: -3	G: 27	H: 1.0	I: 1.6
> O=C(O)c1ccc(N2C(=O)c3cccc4c(C(=O)O)ccc(c34)C2=O)cc1
  A: 0	B: -3	C: 0.5	D: 13	E: -20	F: 8	G: -1	H: 0.3	I: -0.8
> C=C(C)CSc1nc2c(cc1C#N)CCC2
  A: 8	B: -7	C: 0.6	D: 56	E: -11	F: -7	G: 64	H: 1.0	I: 1.0
> COc1ccccc1Nc1c2c(nc3ccc(N)cc13)CCCC2
  A: .	B: -6	C: -0.1	D: -12	E: -6	F: 23	G: -12	H: -0.2	I: 1.5
